From PubChem
RXFP1 antag = antagonists of human relaxin receptor RXFP1. hit rate 0.59% among 350,000. activity change, negative = inhibition, % at 57.5 µM. Q9HBX9. HEK293-RXFP1, relaxin-stimulated cAMP HTRF, 30 min; stronger effect = lower value. AID 1259400;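 active = activity change of -60% or lower, but not beyond a set lower limit; inconclusive = change between -60% and -40%, or beyond the set limit; inactive = change above -40%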; also: % is scaled to controls: 0 for no effect and ±100 for the full control effect
D1 antag = blocks dopamine activation of the human D1 receptor; activity change, negative = inhibition, % at 10 µM; P21728; hit rate 3.2% among 360,000; AID 504652; HEK293 TREx D1 cells, calcium flux, dopamine EC80; stronger effect = lower value; in the data active = activity change below about -30%; also: % is scaled to controls: 0 for no effect and ±100 for the full control effect
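Cells carrying a force-coupled, tetracycline-inducible human D1 receptor report calcium flux. Each well gets a 10 s baseline, compound with 180 s monitoring, then an EC80 dopamine stimulus with a second 180 s kinetic read.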
D1 agonist = activates the human D1 dopamine receptor | activation, % at 2 µM | hit rate 1% among 360,000 | HEK293 T-REx D1 cells, calcium flux, agonist mode; in the data active = activation above about 30%; also: 0% is about no effect
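Inducible HEK293 T-REx D1 cells, force-coupled to calcium signalling, were plated at 4000 cells/well with tetracycline and held overnight at 30 C. After no-wash calcium dye loading, compound-evoked calcium rise over 180 s flagged agonists.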
D2 potentiator = positive allosteric modulators of human D2 dopamine receptor. HEK293 T-REx D2, calcium flux, EC20 dopamine potentiation. potentiation, % at 10 µM. hit rate 0.34% among 340,000. AID 485347;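 active = potentiation over 3 SD above the plate norm, cut at about 30% in these data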; also: 0% is about no effect
Target sequence (P14416 whole entry, looked up): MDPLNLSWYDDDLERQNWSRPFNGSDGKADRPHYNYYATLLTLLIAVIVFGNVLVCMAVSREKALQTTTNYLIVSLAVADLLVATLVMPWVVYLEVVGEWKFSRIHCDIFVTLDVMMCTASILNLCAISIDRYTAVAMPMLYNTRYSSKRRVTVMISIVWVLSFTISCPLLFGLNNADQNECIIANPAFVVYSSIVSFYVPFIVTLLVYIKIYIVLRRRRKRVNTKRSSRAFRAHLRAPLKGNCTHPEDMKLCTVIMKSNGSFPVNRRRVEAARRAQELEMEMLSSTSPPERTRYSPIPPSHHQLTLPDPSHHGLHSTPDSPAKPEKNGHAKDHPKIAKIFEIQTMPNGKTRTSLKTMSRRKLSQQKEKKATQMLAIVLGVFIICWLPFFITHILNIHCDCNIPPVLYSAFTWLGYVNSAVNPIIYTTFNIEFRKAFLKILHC
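Tetracycline-induced HEK293 T-REx cells force-coupled to calcium signalling expressed D2; compounds were pin-added after a 10 s baseline, read kinetically 180 s, then an EC20 dopamine challenge followed with a further 180 s calcium read.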
TRHR ag = activates the human TRH receptor; activation, % at 2 µM; hit rate 0.18% among 360,000; P34981; TRHR cells, calcium flux fluo-8, FDSS agonist mode; AID 493084; in the data active = activation above about 30%; also: 0% is about no effect
Target sequence (P34981 whole entry, looked up): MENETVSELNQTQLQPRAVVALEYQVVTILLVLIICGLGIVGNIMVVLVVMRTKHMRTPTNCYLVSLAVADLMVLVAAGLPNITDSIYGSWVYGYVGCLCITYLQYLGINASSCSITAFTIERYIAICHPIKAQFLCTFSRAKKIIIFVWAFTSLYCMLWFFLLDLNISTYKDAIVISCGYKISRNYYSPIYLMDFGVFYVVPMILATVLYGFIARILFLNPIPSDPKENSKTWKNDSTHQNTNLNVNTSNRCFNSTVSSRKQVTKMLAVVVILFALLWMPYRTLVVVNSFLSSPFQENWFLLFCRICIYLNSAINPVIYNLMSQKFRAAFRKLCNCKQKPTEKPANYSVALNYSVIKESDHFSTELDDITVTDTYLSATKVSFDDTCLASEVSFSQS
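TRHR-expressing cells, plated overnight in medium with 10% serum, were loaded with fluo-8 calcium dye at room temperature. After a 10 s baseline, library compound was pin-added and calcium release was recorded kinetically (ex 480/em 530) as agonist response.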
Apoferritin bind = binds horse apoferritin like a general anesthetic. P02791. apoferritin/1-aminoanthracene competitive binding, fluorescence. Potency, µM (series often up to 77.5 µM), inactives show at the top dose activity change, negative = displacement, actives largely listed as inhibitors. hit rate 0.074% among 350,000. AID 485281; also: potency is read from the fitted curve at half-maximal effect; % is scaled to controls: 0 for no effect and ±100 for the full control effect; nearly all actives have a fitted effect of over 20% in size
Target sequence (P02791 2-175 limits assumed): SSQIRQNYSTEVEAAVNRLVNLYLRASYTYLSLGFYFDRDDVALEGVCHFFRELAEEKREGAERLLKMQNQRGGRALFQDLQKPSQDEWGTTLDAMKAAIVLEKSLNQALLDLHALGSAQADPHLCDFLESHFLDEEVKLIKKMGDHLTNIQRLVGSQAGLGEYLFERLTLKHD
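In PBS, apoferritin at 10 uM is loaded with 1-AMA from a 50% saturated solution. After 10 min of compound exposure at ambient temperature, reduced 535 nm fluorescence indicates probe displacement.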
RXFP1 ag = agonists of human relaxin receptor RXFP1; Q9HBX9; HEK293T-RXFP1 cAMP TR-FRET, 30 min; response scale: percent of porcine relaxin response, buffer zero; Potency, µM (titrated, usually from 57.5 µM), inactives show at the highest dose activation, usual class: activators; hit rate 0.3% among 370,000; also: potency is read from the fitted curve at half-maximal effect; % is scaled to controls: 0 for no effect and ±100 for the full control effect; nearly all actives have a fitted effect of over 60% in size; many of its hits are not listed in these tables
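Agonist response is measured as cAMP accumulation in an RXFP1-transfected HEK293T line under PDE4 inhibition. Values are scaled between buffer-only and 29 nM porcine relaxin, and EC50s come from standard Hill equation fits.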
TRHR PAM = allosteric enhancers of human TRH receptor | hit rate 0.66% among 360,000 | P34981 | enhancement, % at 2 µM | TRHR cells, fluo-8 calcium fluorescence, EC20 TRH enhancement; in the data active = enhancement above about 30%; also: 0% is about no effect
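Enhancer read-out: after compound pinning and an initial kinetic agonist-mode read, an EC20 of TRH (10 nM final) was injected and fluo-8 calcium signal (Ex 480/Em 530) followed at 1 s/cycle for 100 cycles in TRHR-expressing cells.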
D1 PAM = potentiators of human D1 dopamine receptor. P21728. HEK293 TREx D1 cells, calcium flux, dopamine EC20 potentiation. potentiation, % at 10 µM. hit rate 0.036% among 360,000; in the data active = potentiation above about 30%; also: 0% is about no effect
The depositor's hits bear a star; ? = inconclusive; . = no result given; & = joins results of further samples; [ ] = dose if it differs, or a comment. Unless noted, calls follow the shape of the dose curve; as a rule, active = well fitted curve in the direction sought with a large enough effect; inconclusive = small, poorly fitted or top-dose-only effect, or another doubt; inactive = no such curve, though single readings can be large; an effect the other way counts as inactive or inconclusive. Only part of the results is shown (hit frequency here may not be typical).

Values run as follows: TRHR PAM	D2 potentiator	RXFP1 antag	Apoferritin bind	D1 antag	TRHR ag	D1 PAM	RXFP1 ag	D1 agonist
> Cc1cccc(NC(=O)Cn2c(=O)n(Cc3ccccc3)c(=O)c3sc4ccccc4c32)c1
 : 5	19	.	41%[activator]	-19	-1.2	1	1.2%	-1
> CC(=O)N1[C@@H]2CC3C4CC=C5C[C@@H](O)CC[C@]5(C)C4CC[C@]3(C)[C@@]21C(C)=O (stereo not given in full)
 : -6	-6	9	-8%	-6	0.1	-11	1.9%	2
> COC(=O)c1c(NC(=O)C2CC2)sc2c1CCN(C(C)=O)C2
 : 1	-1	.	1%	5	-1.1	-9	0.2%	0
> CCOc1ccc(-c2csc(NC(=O)c3ccc(S(=O)(=O)N4CCc5ccccc5C4)cc3)n2)cc1
 : -1	3	.	4%	-8	0.6	-10	-0.5%	-2
> COc1ccc(NC(=O)CN(C)C(=O)CSCc2c(C)noc2C)cc1
 : -3	-14	2	.	0	1.3	-2	-0.9%	1
> COC(=O)[C@H](Cc1ccccc1)NC(=O)Nc1ccc(OC)cc1
 : 6	6	-1	0%	-3	0.8	1	0.0%	0
> COC(=O)Cc1cc(OC)c(OC)cc1S(=O)(=O)N(C)C
 : 0	12	-20	1%	5	-0.1	-1	-0.6%	4
> CCN(Cc1ccc2c(c1)OCCO2)C(=O)CN1C(=O)NC2(CCc3ccccc32)C1=O (stereo not given)
 : -10	19	3	.	9	0.0	.	2.1%	19
> Clc1cccc(Cl)c1COc1ccccn1
 : 3	3	8	-13%	0	0.3	2	2.2%	2
> CCCCONc1ncnc2nonc12
 : -6	5	-4	3%	-4	0.1	-6	-0.4%	4
> Cc1ccc(N(CC(=O)NCC2CCCO2)C(=O)CCC(=O)Nc2nccs2)cc1 (stereo not given)
 : 20	.	-2	3%	-11	0.2	1	2.4%	0
> CC(=O)Nc1ccc(Sc2ccccc2C(=O)N2CCCC2)cn1
 : -4	3	-6	3%	-6	-0.3	-1	2.7%	2
> CCOc1ccc(CCNC(=O)c2ccc3c(c2)c(C)c(C)n3Cc2ccccc2)cc1OCC
 : -1	0	-13	50%[activator]	11	-0.1	3	-1.6%	1
> COc1cccc2cc(C(C)N(CCCN3CCOCC3)C(=S)Nc3cc(C)cc(C)c3)oc12 (stereo not given)
 : -7	-18	-5	4%	-25	0.0	-7	-1.0%	2
> O=C(c1cccs1)N1CCCc2cc(NS(=O)(=O)c3ccc(Br)cc3)ccc21
 : -3	-3	-9	6%	-40*	-0.4	0	3.9%	1

Of the compounds above, these have two or more sulfur atoms.
Values run as follows: TRHR PAM	D2 potentiator	RXFP1 antag	Apoferritin bind	D1 antag	TRHR ag	D1 PAM	RXFP1 ag	D1 agonist
> CCOc1ccc(-c2csc(NC(=O)c3ccc(S(=O)(=O)N4CCc5ccccc5C4)cc3)n2)cc1
 : -1	3	.	4%	-8	0.6	-10	-0.5%	-2
> O=C(c1cccs1)N1CCCc2cc(NS(=O)(=O)c3ccc(Br)cc3)ccc21
 : -3	-3	-9	6%	-40*	-0.4	0	3.9%	1

The list continues.
Values run as follows: TRHR PAM	D2 potentiator	RXFP1 antag	Apoferritin bind	D1 antag	TRHR ag	D1 PAM	RXFP1 ag	D1 agonist
> CC(C)c1ccc2oc(-c3cccc(NC(=O)c4ccc5c(c4)OCCO5)c3)nc2c1
 : 4	.	-6	-20%	0	1.4	2	6.1%	16
> O=C(CCNS(=O)(=O)c1cccc2nonc12)N1CCN(c2cccc(Cl)c2)CC1
 : 11	1	-6	?	-4	0.3	0	1.4%	11
> CCOC(=O)C1(CCc2ccccc2)CCN(Cc2ccc(O)cc2)CC1
 : 2	-19	-7	-20%	-86*	0.5	-6	-3.2%	18
> Cc1cc(C)cc(OCC(O)CN2CCC(CN3C(=O)c4cccc5cccc(c45)C3=O)CC2)c1 (stereo not given)
 : -3	-12	-40	?	-29	-0.8	1	0.0%	-1
> O=C(Nc1cc([N+](=O)[O-])ccc1N1CCOCC1)c1ccco1
 : 2	11	-10	-8%	-9	-0.5	-3	5.3%	2
> CCC(=O)Nc1cccc(C(=O)OCC(=O)c2ccccc2Cl)c1
 : -1	7	-14	-11%	-37*	1.1	0	1.9%	2
> COc1ccccc1C(C[N+](=O)[O-])c1c[nH]c2ccccc12 (stereo not given)
 : 11	1	8	-12%	-13	-0.5	-6	-0.6%	1
> O=C(COC(=O)[C@@H]1CC(O)CN1S(=O)(=O)c1ccc(Cl)cc1)NC(=O)NCc1ccccc1 (stereo not given in full)
 : -5	-8	-6	.	1	-0.2	-6	2.1%	2
> Cc1cccc(C)c1N(CC(O)Cn1c2ccccc2c2ccccc21)S(C)(=O)=O (stereo not given)
 : 3	-9	-18	-10%	-36*	2.7	-4	0.1%	8
> CCC(C)NCCOCCOc1ccc(Br)cc1 (stereo not given)
 : 1	-11	2	-5%	4	0.3	-9	-1.2%	5
> N#CCCN(C(=O)COC(=O)C12CC3CC(CC(O)(C3)C1)C2)c1ccc(F)cc1
 : -4	7	-6	.	17	0.3	.	0.2%	4
> COc1cc(CNc2ccc3c(c2)ncn3C(C)C)cc(OC)c1OC
 : 4	7	1	-3%	2	-0.2	1	0.2%	2
> Cc1cc(C)nc(SCCc2ccncc2)n1
 : 4	17	-8	-14%	14	-1.0	2	-1.6%	-1
> CC(C)C[C@H](NC(=O)[C@@H]1Cc2ccccc2CN1)C(=O)Nc1ccc(C(C)C)cc1
 : 4	-15	-10	?	-12	0.3	-2	-0.5%	7
> O=C(Nc1nccs1)c1cc(-c2ccco2)nc2ccccc12
 : 7	-3	-17	-14%	21	0.2	2	1.2%	1
> CCC(=O)Nc1ccc(S(=O)(=O)N2CCOCC2)cc1
 : 1	0	-10	?	-2	0.3	3	-0.8%	3
> Cc1ccc2onc(CNC(=O)N(C)Cc3ccccc3)c2c1
 : -6	-3	-9	-12%	9	-0.2	1	0.1%	2
> CCN(Cc1ccccc1)C(=O)C(C)OC(=O)c1cc(S(=O)(=O)Nc2c(C)n(C)n(-c3ccccc3)c2=O)ccc1C (stereo not given)
 : 7	3	4	-16%	-69*	-0.6	-1	2.9%	1
> CCCc1ccc2oc(C(=O)NCCc3nc(C(=O)OCC)cs3)c(C)c2c1
 : -5	1	-79*	-5%	6	1.1	0	0.2%	5
> Cc1c(C#N)c(N)c(C(=O)c2ccccc2)n1Cc1ccccc1
 : -2	-5	-13	-9%	16	-0.4	-1	-1.5%	0
> CC(=O)Nc1ccc(S(=O)(=O)NC2(C(F)(F)F)NC(=O)N(c3ccccc3F)C2=O)cc1 (stereo not given)
 : 1&3	9&9	6&3	-7%&-3%	3&-14	1.5&0.7	-5&-2	-0.2%&0.0%	-1&4
> CN1CCN(S(=O)(=O)c2cccc(C(=O)Nc3sccc3C#N)c2)CC1
 : 5	2	-9	.	9	3.5	1	-0.5%	3
> CC(C)(C)NC(=O)NC(=O)COC(=O)Cc1ccc(Cl)cc1Cl
 : -6	6	-37	?	-36*	0.0	-4	2.2%	4
> O=C(NCc1cccnc1)/C(=N\O)c1ccccc1
 : -7	11	4	-5%	-7	-0.1	-7	0.8%	2
> Cc1ccc(-c2nnc(-c3ccncc3)n2-c2ccc(C)cc2)cc1
 : -3	2	-8	-12%	2	-0.5	1	0.6%	1
> COC(=O)c1ccc(NC(=O)CCn2cnnn2)c(C)c1
 : -2	-1	.	-3%	-3	0.6	-2	-0.2%	-1
> CCOc1cc(/C=N/NC(=O)CSc2nncn2C)ccc1OC(=O)c1ccc(Cl)cc1
 : 30*	-7	-16	?	-55*	-0.5	-5	0.8%	-1
> CCOC(=O)c1c(NC(=O)c2ccc(N3C(=O)[C@@H]4[C@H](C3=O)[C@H]3C=C[C@@H]4C3)cc2)sc2c1CCCC2
 : -2	-6	-3	-16%	-3	-0.2	3	-0.3%	3
> CCN1CCN(S(=O)(=O)c2ccc(Cl)c(C(=O)N(C)Cc3ccc(F)cc3)c2)CC1
 : 14	.	-14	.	-3	0.4	6	0.4%	7
> O=C(Nc1nnc(COc2ccc(F)cc2)s1)Nc1ccccc1F
 : -3	-7	-12	4%	-10	1.3	2	6.4%	5
> CCOc1cc(C(=O)Nc2ccc(F)cc2)cc(Br)c1OC
 : 6	-21	1	1%	-53*	1.9	-1	0.3%	10
> O=C(N/N=C/c1ccc(O)cc1)c1csc2c1CCCC2
 : -5	3	-5	-11%	2	1.9	-3	-0.8%	2
> NCCC(=O)N1c2ccccc2Sc2ccc(Cl)cc21
 : -33	-13	2	-5%	2	50*	-2	5.2%	59*
> CCc1ccc(NC(=O)C(=O)N/N=C(\C)CC(=O)Nc2ccc(OC)cc2)cc1
 : -1	-1	8	-17%	-10	-0.1	-3	-0.1%	-2
> CCCCSCCCNC(=O)Nc1ccc(C)c(C)c1
 : 6	-1	-2	-19%	4	-0.1	-4	-0.5%	18
> CN(C)C(=O)COc1ccc2c3c(c(=O)oc2c1)CCCC3
 : 1	-6	23	-10%	6	0.3	14	-2.0%	1
> Cc1ccc(-n2nc3c(=O)n(C(C)C(=O)O)nc(C)c3c2C)cc1 (stereo not given)
 : -2	3	7	5%	-10	1.2	0	0.4%	-2
> COCCn1c(SCc2cc(=O)n3cc(C)ccc3n2)nc2ccccc2c1=O
 : -26	-9	.	-6%	6	-0.1	-14	3.1%	3
> COc1ccc(OCC(=O)Nc2cc(-c3nn(C)c(=O)c4ccccc34)ccc2OC)cc1
 : -1	-10	-14	-17%	3	0.3	5	14%	3
> CC(=O)Nc1ccc(NC(=O)C(C)OC(=O)CCCc2c[nH]c3ccccc23)cc1 (stereo not given)
 : 5	15	-5	.	12	0.2	0	0.7%	4
> CC(C)c1ccc(C(=O)CSc2ncn[nH]2)cc1
 : 0	.	-9	?	-18	-0.7	-7	-0.1%	3
> O=C(/C=C/c1ccc(F)cc1)N1CCCN(C(=O)/C=C/c2ccc(F)cc2)CC1
 : -16	-5	-1	3%	0	-1.3	-11	2.0%	1
> O=S(=O)(c1ccc(Cl)cc1)c1cnc2ccccc2n1
 : 1	-4	-6	-23%	-14	-0.6	-8	0.6%	4
> COC(=O)c1c(NC(=O)c2c(OC)cccc2OC)sc2c1CCCC2
 : 1	3	-9	-1%	4	-0.4	6	0.7%	1
> CN(c1ccc(C(=O)NCCSCc2ccco2)cc1)S(C)(=O)=O
 : -4	8	-4	12%	2	-0.1	1	-0.3%	9
> COc1ccc(NC(=O)c2cccc(N3C(=O)c4ccc(C(=O)Nc5ccc(OC)c(O)c5)cc4C3=O)c2)cc1O
 : 4	10	2	-9%	14	1.2	-7	2.1%	2
> COCCCNS(=O)(=O)c1ccc2[nH]c(=O)[nH]c2c1
 : -4	3	-8	-4%	6	-0.4	1	-0.1%	2
